G9a block – inhibitors of human histone lysine methyltransferase G9a | Potency, µM (doses to about 102 µM), inactives show at the highest dose activity, negative = inhibition, hits mostly inhibitors | AID 504332 | 350,000 compounds, 8.8% hits | Q96KQ7 | G9a H3K9 monomethylation, AlphaScreen, 2 h; note: potency is the fitted concentration of half-maximal effect; % is set by controls: 0 for no effect and ±100 for the full control effect; nearly all actives have a fitted effect of over 75% in size
Target sequence (Q96KQ7 913-1193 limits assumed): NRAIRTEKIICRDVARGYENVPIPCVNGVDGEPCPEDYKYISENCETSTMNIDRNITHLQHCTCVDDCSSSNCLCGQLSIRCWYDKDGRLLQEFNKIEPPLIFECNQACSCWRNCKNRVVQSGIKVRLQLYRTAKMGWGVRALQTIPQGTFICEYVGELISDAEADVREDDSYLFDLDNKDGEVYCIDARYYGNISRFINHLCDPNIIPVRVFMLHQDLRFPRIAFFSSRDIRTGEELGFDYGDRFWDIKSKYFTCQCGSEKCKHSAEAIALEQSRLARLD
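AlphaScreen detection with an anti-monomethyl H3K9 antibody quantified product after a 2 h room-temperature reaction containing 500 nM biotinylated H3K9 peptide, 20 µM SAM and 20 nM enzyme, which had been preincubated 15 min with compound.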
ERG-DNA inh – blocks human ERG Ets domain binding to DNA. 370,000 compounds, 0.028% hits. Potency, µM (series often up to 76.9 µM), for the others: top-dose FP activity, negative = inhibition, usual class: inhibitors. AID 624246. fluorescence polarization, His-ERG Ets domain / labelled DNA. P11308; active = well fitted inhibition curve with a large enough effect in the polarisation, with a control signal flat; inconclusive = small, poorly fitted or top-dose-only effect, or effect the other way, or a change in a side signal; inactive = no such curve, though single readings can be large or run the other way; the % refers to the polarisation;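 note: polarization taken with two DNA probes labelled with fluorescein and Texas red; potency is the fitted concentration of half-maximal effect; % of control where 0% means no effect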
Target sequence (P11308 whole entry, looked up, the tested form may be a part): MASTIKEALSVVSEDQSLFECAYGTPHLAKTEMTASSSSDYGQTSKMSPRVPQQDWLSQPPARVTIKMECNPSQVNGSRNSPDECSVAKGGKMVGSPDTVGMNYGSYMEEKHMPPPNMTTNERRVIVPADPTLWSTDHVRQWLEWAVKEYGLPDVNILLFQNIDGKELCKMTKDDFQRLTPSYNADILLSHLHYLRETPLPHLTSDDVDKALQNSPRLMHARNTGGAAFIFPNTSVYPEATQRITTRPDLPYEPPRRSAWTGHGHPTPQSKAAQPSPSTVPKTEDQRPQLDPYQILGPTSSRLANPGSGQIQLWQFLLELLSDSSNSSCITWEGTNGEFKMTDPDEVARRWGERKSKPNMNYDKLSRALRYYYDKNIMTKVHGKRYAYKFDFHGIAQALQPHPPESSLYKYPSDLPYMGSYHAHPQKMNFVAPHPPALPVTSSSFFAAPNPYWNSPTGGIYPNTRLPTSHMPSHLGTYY
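His-tagged ERG Ets domain (1 uM in the protein solution; 300mM KCl, 50mM Tris-HCl, 1mM EDTA, 1mM DTT, pH 7.5) received compound, then a probe mix of 5 nM fluorescein-DNA and 100nM Texas-615-DNA. Fluorescence polarization was read for both dyes.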
JMJD2A Tudor inh – blocks the human JMJD2A Tudor domain; 390,000 compounds, 4.4% hits; Potency, µM (top dose mostly 114 µM), for inactives: top-dose activity change, negative = inhibition, actives largely listed as inhibitors; O75164; AlphaScreen JMJD2A-Tudor / H3K4me3 peptide binding; note: potency is the fitted concentration of half-maximal effect; % is set by controls: 0 for no effect and ±100 for the full control effect; nearly all actives have a fitted effect of over 50% in size
GLS inh – inhibitors of human glutaminase (GLS) | 410,000 compounds, 0.21% hits | Potency, µM (series often up to 45.5 µM), for inactives: at the top dose activity change, negative = inhibition, most hits filed as inhibitors | GLS enzymatic activity, qHTS titration | O94925; note: potency is the fitted concentration of half-maximal effect; % is set by controls: 0 for no effect and ±100 for the full control effect
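hKGA in 45 mM KH2PO4 (pH 8.2), 0.02% Tween-20 with compound, then 1mM L-Glutamine (stock as added) plus glutamate oxidase/HRP/Amplex red coupling mix. Fluorescence read initially and after 30 min at RT; signal change reflects glutamate formation.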
ALOX12 inh – inhibitors of human 12S-lipoxygenase ALOX12. Potency, µM (series often up to 108 µM), without a hit: top-dose activity change, negative = inhibition, hits mostly inhibitors. 580,000 compounds, 1.1% hits. purified 12hLO, xylenol orange hydroperoxide absorbance; note: potency is the fitted concentration of half-maximal effect; % is set by controls: 0 for no effect and ±100 for the full control effect
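Purified human 12hLO (150 nM final) in 25 mM Hepes, 0.01% Triton X-100, pH 7.0 was preincubated 15 min at room temperature with compound. Then 40 uM arachidonic acid was added, 30 min. Hydroperoxide was read by Fe-XO absorbance ratio 573/405 nm.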
BAZ2B block – blocks human BAZ2B; Q9UIF8; AlphaScreen BAZ2B-H3K14Ac peptide displacement; Potency, µM (series often up to 114 µM), for the others: at the highest dose activity change, negative = inhibition, usual class: inhibitors; 360,000 compounds, 4.4% hits; note: potency is the fitted concentration of half-maximal effect; % is set by controls: 0 for no effect and ±100 for the full control effect; nearly all actives have a fitted effect of over 60% in size
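Complex of BAZ2B and biotin-H3K14Ac (50 nM apiece) forms over 30 min at RT, then faces library compounds up to 110 uM for another 30 min; AlphaScreen beads added, 20 min dark incubation, luminescence read.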
HP1b binding inh – inhibitors of HP1-beta chromodomain binding to methylated histone tails; P83916; AlphaScreen HP1-beta / biotin-H3K9me3 peptide binding; Potency, µM (titrated, usually from 114 µM), without a hit: at the highest dose activity change, negative = inhibition, hits mostly inhibitors; 390,000 compounds, 0.56% hits; note: potency is the fitted concentration of half-maximal effect; nearly all actives have a fitted effect of over 70% in size; inactives centre near 23
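Compound inhibition of the preformed complex between 50 nM HP1-beta and 50 nM biotinylated H3K9me3 peptide was read by AlphaScreen. Buffer was PBS pH 7.4 with 0.01% Tween-20. Incubations ran 30 min at room temperature, with 10 ug/mL donor/acceptor beads.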
PI4K2A block – inhibitors of human PI4K2A. Q9BTU6. purified PI4K2A, ADP-Glo luminescence, 1 h; hits give low values. activity change, negative = inhibition, % at 76.9 µM. 420,000 compounds, 0.13% hits; in the data active = activity change below about -50%; inconclusive = mostly about -30% to -49%;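 note: -100% = wells without enzyme as full effect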
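ADP-Glo luminescence measured ADP generated by PI4K2A enzyme (4 ug/mL before mixing) with 1.2 mM PI substrate (pre-mix) and 300 microM ATP (pre-mix). Tris pH7.5 buffer with MgCl2, Triton X-100; 1 h reaction at ambient temperature.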
RGS4 inh – blocks human RGS4-accelerated GTP hydrolysis; Transcreener GDP fluorescence polarization, RGS4-accelerated GTP hydrolysis; Potency, µM (doses to about 114 µM), inactives show top-dose activity change, negative = inhibition, usual class: inhibitors; 390,000 compounds, 0.039% hits; AID 504845; note: potency is the fitted concentration of half-maximal effect; % is set by controls: 0 for no effect and ±100 for the full control effect; nearly all actives have a fitted effect of over 75% in size; some results filed as inactive show a strong effect at the top dose
Target sequence (P49798 whole entry, looked up): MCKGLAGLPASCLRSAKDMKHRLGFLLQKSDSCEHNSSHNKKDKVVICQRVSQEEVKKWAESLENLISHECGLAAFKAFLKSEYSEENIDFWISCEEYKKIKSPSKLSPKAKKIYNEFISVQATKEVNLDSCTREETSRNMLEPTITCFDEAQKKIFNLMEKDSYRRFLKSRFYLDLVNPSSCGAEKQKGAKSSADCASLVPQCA
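MLSMR compounds (23 nl, pin-transferred) preincubated 10 min at room temperature with a 500nM (2x) first reagent, then RGS4 at 900nM (2x) plus Transcreener GDP mix added; fluorescence polarization (620/688 nm) read before and after 90 min at 30 °C.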
* hit, by the source's call; u = inconclusive; x = no result given; & = joins results of further samples; [ ] = remark or other dose. Unless noted, calls come from the whole dose curve; as a rule, active = well fitted curve in the direction sought with a large enough effect; inconclusive = small, poorly fitted or top-dose-only effect, or another doubt; inactive = no such curve, though single readings can be large; an effect the other way counts as inactive or inconclusive.

G9a block	ERG-DNA inh	JMJD2A Tudor inh	GLS inh	ALOX12 inh	BAZ2B block	HP1b binding inh	PI4K2A block	RGS4 inh	canonical_smiles
-6%[59 µM]	14%	-10%	6%	1%	-7%	18%	0	7%	COc1ccc(OCC(=O)NNC(=O)c2nn(C)c(=O)c3ccccc23)cc1
u	12%	-14%	0%	10%	-12%	28%	2	-18%	COc1ccc(C2CC(=O)c3c([nH]c(C(=O)OC(C)C)c3C)C2)cc1OC (stereo unspecified)
x	4%	-13%	-5%	7%	x	42%[activator]	-2	2%	O=C(CCc1ccc(S(=O)(=O)N2CCOCC2)cc1)OCC(=O)c1ccccc1F
u	1%	-17%	4%	-14%	-6%	27%	6	-4%	Cc1ccc(Cn2ncc3c(N4CCN(c5ccc(C)cc5)CC4)ncnc32)cc1
u	-9%	-35%	36%[activator]	0%	-3%	15%	4	-6%	COc1ccc(N2CCN(CCCn3c(=S)[nH]c4ncccc4c3=O)CC2)cc1
-8%[59 µM]	8%	-11%	6%	2%	12%	9%	-6	18%	Cc1ccc(S(=O)(=O)N(Cc2ccc([N+](=O)[O-])cc2)C(=O)N2CCN(C)CC2)cc1
1.4µM*	-1%	-14%	4%	-9%	-3%	3%	7	-6%	CCN(C(=O)COC(=O)c1nc(Cl)ccc1Cl)C1CCS(=O)(=O)C1 (stereo unspecified)
-4%	7%	-10%	3%	-11%	-1%	27%	3	u	C=CCNC(=O)COC(=O)c1ccccc1C(=O)N(C)C1CCCCC1
x	5%[15.4 µM]	0%	-8%	183%[activator]	x	16%	1	-16%	O=C1COc2ccc(C(=O)COC(=O)CCOc3ccccc3)cc2N1
-1%	26%	u	-12%	-15%	x	-7%	3	1%	Cc1ccc(C)c(NC(=S)NCC(c2ccccc2)N(C)C)c1 (stereo unspecified)
-4%	12%	2%	-25%	-20%	-15%	27%	10	-15%	CCc1cccc(N(C(=O)c2csnn2)C(C(=O)NC2CCCCC2)c2cccnc2)c1 (stereo unspecified)
-3%[59 µM]	-14%	-9%	-9%	-7%	7%	30%	3	-5%	O=C(CSc1nncs1)Nc1cc(-c2ccccc2)nn1-c1ccccc1
-3%[59 µM]	-7%	-18%	-2%	-1%	1%	6%	-7	-12%	C/C(=N\NC(=O)c1nn(C)c(C)c1Br)c1cccc(NC(=O)c2ccoc2C)c1
-21%[2.33 µM]	6%	-17%	1%	x	-25%	37%	2	7%	COc1cc2cncc(Cc3ccc(Cl)cc3)c2cc1OC
-3%[59 µM]	-3%	45µM*	9%	-11%	16µM*	19%	-13	-12%	Cc1cccc2nc(-c3ccccn3)c(Nc3ccc(F)cc3)n12
30%[12.7 µM]	-4%	67%[activator]	-2%&7%	1%	x	90%[activator]	2&2	18%	O=C(OCc1ccccc1)c1ccccc1
39%[12.7 µM]	4%	-8%	6%	u	-23%	64%[activator]	-6	-9%[56.9 µM]	C/C(=N\NC(=S)NC1CCCCC1)c1cccc(C(F)(F)F)c1
10µM*	17%	-11%	0%	175%[activator]	5%	37%	-3	-14%	Cc1nc(-c2cccc(NC(=O)c3cccc(S(=O)(=O)N4CCCC4)c3)c2)cs1
x	-2%	-21%	9%	2%	u	18%	-5	4%	O=C(COc1cccc2ccccc12)N/N=C/c1ccco1
u	-2%	28µM*	-2%	0%	50µM*	1%	1	-19%	CCOC(=O)c1[nH]cnc1C(=O)Nc1ccncc1
31%	0%	-4%	19%	0%	-15%	13%	-1	12%	Cc1c(NC(=O)Nc2cccc(C(F)(F)F)c2)c(=O)n(-c2ccccc2)n1C
u	-9%	-16%	5%	-3%	0%	18%	4	-17%	COC(=O)Cc1ccc(NC(=S)N2CCN(C(=O)C3CCCO3)CC2)cc1 (stereo unspecified)
-2%	13%	-3%	-2%	72%&13%[activator]	-5%	48%[activator]	2	-2%	Cc1ccc(S(=O)(=O)N2CCN(c3cnn(-c4ccccc4)c(=O)c3Cl)CC2)cc1
-3%[59 µM]	5%	-33%	0%	-11%	-13%	31%	0	-40%	COc1ccc(-c2noc(CSc3nnc(-c4ccncc4)n3-c3ccc(C)c(C)c3)n2)cc1
2%[59 µM]	2%	-35%	9%	-26%	-22%	-1%	2	6%	Cc1cc(C)cc(C(=O)N2CC(=O)Nc3ccc(C)cc3C2c2ccccc2)c1 (stereo unspecified)
-1%[59 µM]	2%	u	7%	0%	-11%	57%[activator]	0	8%	CCCN1CN(Cc2ccccc2)CC2=C1CC(C)(C)CC2=O
0%[59 µM]	6%	-1%	1%	-10%	3%	35%	-2	-28%	CCCCn1cc(S(=O)(=O)c2ccccc2)c(=O)c2cc(F)c(N3CCN(CCC)CC3)cc21
8.9µM*	6%	-28%	u	-5%	-3%	-9%	-2	-6%	CCOC(=O)C(NC(=O)N(C)C)(Nc1sc(C)c(CC)c1C#N)C(F)(F)F (stereo unspecified)
11%	-8%	-11%[57.1 µM]	0%	-14%	-7%	12%	0	5%	O=C(N/N=C/c1cn(-c2cccs2)nc1-c1ccccc1)c1ccccc1Cl
u	10%	u	3%	-23%	u	u	80	-1%	COc1ccc(N2CCN(C(c3ccccc3)c3sc4nc(-c5ccco5)nn4c3O)CC2)cc1 (stereo unspecified)
4%[2.33 µM]	0%	7%	-2%	-7%	11%	36%[activator]	1	-25%	Cc1ccc(NC(=O)COC(=O)CN2C(=O)C3CCCCC3C2=O)cc1C (stereo unspecified)
u	8%	-5%	0%	20%	-2%	4%	-6	7%	Cc1ccc(S(=O)(=O)N2CCCCC2)cc1C(=O)NCc1ccncc1
6%[12.7 µM]	2%	-4%	-5%	0%	9%	36%	10	-24%	COC(=O)CNC(=O)CNC(=O)Nc1ccccc1Cl
5%[59 µM]	-8%	1%	-15%	-12%	2%	30%	2	-2%	CCOC(=O)c1sc2ncn(CC(=O)Nc3ccc(C)cc3C)c(=O)c2c1C
x	10%	-11%[57.1 µM]	0%	-6%	-10%	35%	-6	-8%	Cc1cc(C)c(C(=O)CSc2n[nH]c(-c3ccncc3)n2)c(C)c1
9%[59 µM]	0%	-19%	-1%	-15%	-5%	49%[activator]	3	0%[11.4 µM]	CC1=CC(C)(C)n2c(O)c(N=NC(N)=S)c3cc(C)cc1c32
36%[0.501 µM]	0%	-16%	2%	-8%	-34%	11%	9	4%	COc1cc(CNCCCN2CCOCC2)ccc1OCC(=O)Nc1cccc(C(F)(F)F)c1
26%[59 µM]	-4%	-15%	-1%	1%	6%	37%	0	-9%	Cc1ccc(NC(=O)C2C3/C=C\CCCCC32)cc1 (stereo unspecified)
-3%	8%	-2%	u	5%	0%	66%[activator]	-1	-34%	Cc1nc(N2CCCC2)c2nnn(Cc3ccccc3Cl)c2n1
10%	-1%	15%	4%	5%	-13%	43%[activator]	10	-23%	CC(=O)N(c1cccc(C)c1)S(=O)(=O)c1ccc(Cl)cc1

The closing 2 entries of the section before are carried over, then new ones follow.
G9a block	ERG-DNA inh	JMJD2A Tudor inh	GLS inh	ALOX12 inh	BAZ2B block	HP1b binding inh	PI4K2A block	RGS4 inh	canonical_smiles
-3%	8%	-2%	u	5%	0%	66%[activator]	-1	-34%	Cc1nc(N2CCCC2)c2nnn(Cc3ccccc3Cl)c2n1
10%	-1%	15%	4%	5%	-13%	43%[activator]	10	-23%	CC(=O)N(c1cccc(C)c1)S(=O)(=O)c1ccc(Cl)cc1
-4%[59 µM]	-6%	1%	1%	-16%	-28%	25%	0	6%	CCN(CC)S(=O)(=O)c1ccc2c(c1)N(CC(=O)Nc1ccc(F)cc1F)C(=O)C1CCCN21 (stereo unspecified)
u	-1%	-11%	3%	0%	-1%	7%	-5	16%	O=C(CCCc1ccccc1)NCc1cccnc1
-13%	-12%	-3%	1%	8%[57.4 µM]	3%	45%[activator]	-6	-2%	COc1ccc(Cl)cc1-c1nc(-c2ccc(Br)o2)no1
39%	2%	-11%	8%	43%[activator]	-14%[57.1 µM]	53%[activator]	-7	5%[56.9 µM]	CCOc1ccc(-c2c(C(=O)N/N=C(\C)c3ccccc3OC)nnn2-c2nonc2N)cc1
-44%[59 µM]	1%	-10%	23%	u	-17%	27%	7&-1	u	CN1CCc2ccccc2Cc2[nH]c3ccccc3c2CC1
43%[59 µM]	-5%	17%	-2%	0%[57.4 µM]	18%	53%	-5	-18%	O=C(c1cccs1)N1CCN=C1SCc1ccccc1
u	-4%	2%	5%	0%	2%	40%[activator]	-1	-39%	COc1cc(C2C(C(=O)c3cccs3)=C(O)C(=O)N2CCN2CCOCC2)cc(OC)c1OC (stereo unspecified)
9%	-2%	-4%	-7%	11%	48%[activator]	36%	3	25%	CC(C)OCCCNC(=O)c1ccncc1
6%&-1%[59 µM]	6%&1%	-14%&-6%	0%&-1%	0%&-14%	-24%&2%	53%[activator]	-3&1	-24%&-10%	O=C(CN1C(=O)CCSc2ccc(S(=O)(=O)N3CCCC3)cc21)Nc1ccccc1

Some of the compounds tested. The share of hits here may be higher or lower than overall.
